# Compound activity as filed in PubChem.
# PL synth Enamine – blocks phospholipid synthesis in CHO cells, Enamine compounds; ZR-82 CHO cells, pyrene fatty acid UV survival, CellTiter Blue; peroxisome-deficient CHO-K1 mutant line; plus DGAT-1, DGAT-2 and ACAT inhibitors; calls only at 10 µM; 20,000 tested, 0.4% active; AID 1347385;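 active = cell survival signal 2 SD away from solvent-only control wells, confirmed on one or two retests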;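 note: 3 h compound exposure then viability read about one day after UV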
# Calls only; i = inactive.
# A first look, six compounds:
SMILES,PL synth Enamine
CN1/C(=C\C(P(=O)(c2ccccc2)c2ccccc2)P(=O)(c2ccccc2)c2ccccc2)C(C)(C)c2ccccc21,i
O=[N+]([O-])c1ccccc1OCc1nc2ccccc2o1,i
COc1cccc(OCc2n[nH]c(=S)o2)c1,i
COCCN=c1scc(-c2ccc(Cl)c(Cl)c2)n1/N=C/c1ccc2c(c1)OCO2,i
CN(C)P(=NC(=S)Nc1ccc(F)cc1)(N(C)C)N(C)C,i
C/C=C/C=N/Nc1nc2ccccc2s1,i

# This part in full, repeating the preview:
SMILES,PL synth Enamine
CN1/C(=C\C(P(=O)(c2ccccc2)c2ccccc2)P(=O)(c2ccccc2)c2ccccc2)C(C)(C)c2ccccc21,i
O=[N+]([O-])c1ccccc1OCc1nc2ccccc2o1,i
COc1cccc(OCc2n[nH]c(=S)o2)c1,i
COCCN=c1scc(-c2ccc(Cl)c(Cl)c2)n1/N=C/c1ccc2c(c1)OCO2,i
CN(C)P(=NC(=S)Nc1ccc(F)cc1)(N(C)C)N(C)C,i
C/C=C/C=N/Nc1nc2ccccc2s1,i
Cc1cc(COc2cccnc2[N+](=O)[O-])no1,i
Clc1ccc2c(Oc3ccc(Br)cc3)ccnc2c1,i
O=c1c2ccsc2ncn1Cc1cc(=O)n2ccsc2n1,i
Cc1csc(=O)n1CC(=O)Nc1nccs1,i
Brc1ccc(OCCSc2ncccn2)cc1,i
Cc1cc(C)nc(SCc2cn3c(C)cc(C)nc3n2)n1,i
CCOC(=O)c1cnc2nc[nH]n2c1=O,i
O=C1CCC2(C(=O)OCCCn3c(=O)[nH]c4ccccc43)Sc3ccccc3N12 (stereo not drawn),i
COc1ccc(S(=O)(=O)N2CCSC2c2cc(OC)ccc2OC)cc1 (stereo not drawn),i
CN(C)/N=C/c1cc(Cl)cc([N+](=O)[O-])c1O,i
O=[N+]([O-])c1cc(S(=O)(=O)c2ccc(Cl)c([N+](=O)[O-])c2)ccc1Cl,i
CCc1nnc(NC(=O)c2cc(C)c(CC)s2)s1,i
Nc1c(Cl)cncc1Cl,i
CCCCCN(C(=O)CCC(=O)O)c1c(N)n(CCCC)c(=O)[nH]c1=O,i
O=c1c2ccccc2nnn1CSc1nc2ccccc2c(=O)n1CCC1=CCCCC1,i
Fc1ccc(CSc2n[nH]c(=S)s2)cc1,i
COc1ccc(Br)cc1S(=O)(=O)Nc1ccc2c(c1)CCC2,i
c1ccc(C2=NN(c3ccccc3)C(c3ccccc3)C2)cc1 (stereo not drawn),i
CC1=C(/C=C/C(C)=C/C=C/C(C)=C/C=N/Nc2nc3ccccc3s2)C(C)(C)CCC1,i

# Brought forward from above: four compounds, then new ones.
SMILES,PL synth Enamine
Fc1ccc(CSc2n[nH]c(=S)s2)cc1,i
COc1ccc(Br)cc1S(=O)(=O)Nc1ccc2c(c1)CCC2,i
c1ccc(C2=NN(c3ccccc3)C(c3ccccc3)C2)cc1 (stereo not drawn),i
CC1=C(/C=C/C(C)=C/C=C/C(C)=C/C=N/Nc2nc3ccccc3s2)C(C)(C)CCC1,i
CC1CCCCC1NC(=O)c1ccc[nH]c1=S (stereo not drawn),i
CCCN1C2=S=C(CSc3nc4ccccc4n3CCC)C(=O)N2c2ccccc21,i
C=CCn1c(SCC(=O)NCCN2CCOCC2)nc2sc3c(c2c1=O)CCC3,i
O=C(O)CCN1C(=O)S/C(=C\c2cccs2)C1=O,i
CCOC(=O)C1=C(COC(=O)CC23CC4CC(CC(Br)(C4)C2)C3)NC(=O)NC1C (stereo not drawn),i
CS(=O)(=O)c1ccc(NS(=O)(=O)c2ccc3ccccc3c2)cc1,i
COc1cc(/C=N/Nc2n[nH]c(=O)[nH]c2=O)cc(OC)c1OC,i
c1ccc(C2Nc3ccccc3-c3nc4ccccc4n32)cc1 (stereo not drawn),i
O=S(=O)(NCc1cccs1)c1cc(Br)ccc1Br,i
O=[N+]([O-])c1ccc2c(c1)C=C1CCCCC1(N1CCCCC1)O2 (stereo not drawn),i
CCCCN(C(=O)CCSC)c1c(N)n(CCC)c(=O)[nH]c1=O,i
CCOC(=O)c1c(C)[nH]c(-c2nc(NCC3CCCO3)sc2C)c1C (stereo not drawn),i
Cn1c(CO)nc2cc(N=Cc3cc(Br)cc(Br)c3O)ccc21,i
O=[N+]([O-])c1ccc(/C=N/NC2CCS(=O)(=O)C2)cc1 (stereo not drawn),i
CN1c2ccccc2C(C)(C)C12CC(c1ccc(Br)cc1)=NO2 (stereo not drawn),i
Cn1c(=S)[nH]c2sccc2c1=O,i
O=C(CSc1cccc[n+]1[O-])C12CC3CC(CC(C3)C1)C2,i
S=C(Nc1ccccn1)Nc1ccccn1,i
COC(=O)c1c(NC(=O)CC2SC(=N)NC2=O)sc2c1CCC(C(C)(C)C)C2 (stereo not drawn),i
CCCCn1c(=O)[nH]c(=O)c2c1nc(CSc1nc(C)nc3sc4c(c13)CCC4)n2CCC,i
FC(F)(F)c1c2c(nc3[nH]c4ccccc4c13)-c1ccccc1CC2,i
O=[N+]([O-])c1cc(C(F)(F)F)c(Cl)cc1Nc1ccc(F)c(Cl)c1,i
O=C(OCC(=O)N(C1CCCCC1)C1CCCCC1)c1ccco1,i
CN(C)S(=O)(=O)c1cccc(NS(=O)(=O)c2ccc3ccccc3c2)c1,i
Cc1nn(-c2ccccc2)c(N2CCCC2)c1/C=N/N=c1\sc2ccccc2n1C,i
# Next part
SMILES,PL synth Enamine
O=C(CSc1nnc(-c2cccs2)o1)N(C1CCCC1)C1CCS(=O)(=O)C1 (stereo not drawn),i
C=CCN=C1NN=C(c2cc(C)n(CCOC)c2C)CS1,i
O=c1[nH]c(/C=C/c2ccc(Br)cc2)nc(O)c1[N+](=O)[O-],i
CC1CCCN(Cn2c(=S)sc3ccc(Cl)cc32)C1 (stereo not drawn),i
Clc1c(Cl)c(Cl)c(NC2CCCCC2)c(Cl)c1Cl,i
O=C(O)c1cc2c(nc3sccn32)s1,i
C1=C(CCNc2ncnc3sc4c(c23)CCC4)CCCC1,i
c1nc(Nc2ccc3c(c2)OCCCO3)c2c3c(sc2n1)CCCCC3,i
O=C(O)Cn1c(=O)c(F)cn(C2CCCO2)c1=O (stereo not drawn),i
CCOc1cc(Br)c(COc2ccc(C)nc2[N+](=O)[O-])cc1OCC,i
O=c1oc2ccccc2c(O)c1C=Nc1ccccc1Br,i
CCN=c1scc(-c2ccc(C)cc2)n1/N=C/c1ccc(O)cc1O,i
Cc1cc(C)n2c(SCc3nc(-c4ccc(C(C)C)cc4)no3)nnc2n1,i
CCS(=O)(=O)CCn1c([N+](=O)[O-])cnc1C,i
Oc1c(-c2nc3ccccc3c3ccccc23)sc2ncccc12,i
COc1cc(/C=N/N2CCOCC2)cc(Br)c1O,i
CCN=c1scc(-c2ccc(C)cc2)n1/N=C/c1ccc2c(c1)OCO2,i
Cc1sc2nc(CN3CCOCC3)[nH]c(=S)c2c1C,i
Cc1ccc(-n2nnn(C(F)F)c2=S)cc1,i
O=C1N(c2ccc3c(c2)OCO3)C(c2ccccc2F)C1(F)F (stereo not drawn),i
c1cncc(-c2nn[nH]n2)c1,i
CC1CC(C)CN(C(=O)C(C)Sc2nnc(N)s2)C1 (stereo not drawn),i
S=c1[nH]nc(-c2ccccc2)c2ccccc12,i
Fc1ccc(/C=C2\CCCc3c2nc2ncnn2c3-c2ccc(F)cc2)cc1,i
N=C1c2ccccc2CN1c1ccc(C(O)(C(F)(F)F)C(F)(F)F)cc1,i

# Shown with each value named: entries from further up.
SMILES: O=C1N(c2ccc3c(c2)OCO3)C(c2ccccc2F)C1(F)F (stereo not drawn)
  PL synth Enamine: i

SMILES: c1cncc(-c2nn[nH]n2)c1
  PL synth Enamine: i

SMILES: CC1CC(C)CN(C(=O)C(C)Sc2nnc(N)s2)C1 (stereo not drawn)
  PL synth Enamine: i

SMILES: S=c1[nH]nc(-c2ccccc2)c2ccccc12
  PL synth Enamine: i

# Following part:
SMILES,PL synth Enamine
Cc1cc(/C=N/NC(=S)NC(C)C)c(C)n1CC(C)C,i
CC1=CC(=O)C(C(=O)/C=C/c2cc(C)ccc2C)C(=O)O1 (stereo not drawn),i
O=C(OCc1cc(=O)oc2cc3c(cc12)CCC3)C1CSC2(c3ccc(F)cc3)CCC(=O)N12 (stereo not drawn),i
C=CCn1c(SC(C)c2nc3sc(C)c(C)c3c(=O)[nH]2)nnc1C1CCCCC1 (stereo not drawn),i
COC(=O)C1=C(C)Nc2nc(SCC(C)C)[nH]c(=O)c2C1c1cccs1 (stereo not drawn),i
CC1(C)OC(=O)C(=C2CCCCCN2)C(=O)O1,i
NC1=NC(c2c[nH]c3ccc(Br)cc23)n2c(nc3ccccc32)N1 (stereo not drawn),i
O=C(CSc1nnc(C2CC2)n1C1CC1)c1cc(Cl)sc1Cl,i
COCC(C)n1c(=S)nnc2c3ccccc3[nH]c21 (stereo not drawn),i
O=c1cc(CN2CCN(Cc3ccc(Br)s3)CC2)nc2ccc(Br)cn12,i
Cc1nc(NC(N)=NS(=O)(=O)c2ccccc2)nc2ccccc12,i
Fc1ccccc1Cc1nnc2n1N=C(c1ccc(-c3ccccc3)cc1)CS2,i
CCC(=O)N(c1nnc(SCC(=O)c2c(N)n(C3CC3)c(=O)[nH]c2=O)s1)C1CC1,i
CC(C)(C)c1cc(NC(=O)COC(=O)c2ccco2)on1,i
NC(=S)N/N=C/c1ccc(C2C=CCC2)s1 (stereo not drawn),i
O=C(OC1CCS(=O)(=O)C1)c1ccc(Br)o1 (stereo not drawn),i
C=CCNc1nc(C(=O)O)cs1,i
COc1ccc(N(C2C=CS(=O)(=O)C2)S(=O)(=O)c2ccc(F)cc2)cc1 (stereo not drawn),i
COC(=O)COc1ccc2ccc(=O)oc2c1,i
Nc1ccc(C(F)(F)F)cc1[N+](=O)[O-],i
S=c1[nH]nc(-c2c[nH]c3ccccc23)o1,i
CCCC(C)NC(=S)Nc1cc(C)cc(C)c1 (stereo not drawn),i
COc1ccc(OC)c(S(=O)(=O)Oc2cccc3ccccc23)c1,i
c1ccc(-c2cc3c(-n4nnc(-c5cccnc5)n4)ncnc3s2)cc1,i
c1ccc2c(c1)OCC(CNC1c3ccccc3-c3ccccc31)O2 (stereo not drawn),i
# (listing goes on)
SMILES,PL synth Enamine
CCOC(=O)c1[nH]c(CSCC(=O)c2cc(C)n(C)c2C)c(C(=O)OCC)c1C,i
O=[N+]([O-])c1ccc(/C=N/Nc2ccc(Cl)c(Cl)c2)o1,i
COC(=O)Cc1c(C(=O)OC)sc(N)c1C(=O)OC,i
O=[N+]([O-])c1cc(NS(=O)(=O)c2ccc(Br)cc2Cl)ccc1Cl,i
Cc1nn(CC(=O)OCc2cc(-c3ccco3)on2)c(C)c1[N+](=O)[O-],i
CCN(CC)S(=O)(=O)c1ccc(S(=O)(=O)Nc2ccc(S(C)(=O)=O)cc2)cc1,i
O=[N+]([O-])c1cccc(NP2(=O)C=C(c3ccccc3)OC(c3ccccc3)=C2)c1,i
Cc1noc(C)c1S(=O)(=O)N1CCCC1c1nc2ccccc2s1 (stereo not drawn),i
Clc1ccc(-c2nnc(CSc3nnc(-c4ccc5c(c4)OCO5)o3)o2)cc1,i
CN(CC(=O)Nc1ccnn1Cc1cc(Br)cs1)S(=O)(=O)c1cccs1,i
O=C(COc1cccc[n+]1[O-])N1CCc2ccccc21,i
CCN(CC)P1(=Nc2ccccc2)/C(=C2\N(C)c3ccccc3C2(C)C)C=NN1C (stereo not drawn),i
O=C(c1cccs1)c1ccc(Cl)s1,i
CC(C)c1ccc(-c2nc3cc4c(cc3c(=O)o2)OCCO4)c(C(C)C)c1,i
O=[N+]([O-])c1ccccc1OC1OC(CO)C(O)C(O)C1O (stereo not drawn),i
O=[N+]([O-])c1ccc(N2CCCCC2)cc1,i
CC(C)CC(NC(=O)NC1CCCCC1)C(=O)O (stereo not drawn),i
CC(O)c1ccc2c(c1)OCCOCCOCCOCCOCCO2 (stereo not drawn),i
Nc1c(S(=O)(=O)O)cc(Br)c2c1C(=O)c1ccccc1C2=O,i
O=S(=O)(Nc1ccc2c(c1)OC1(CCCC1)O2)c1ccc2c(c1)OCCCO2,i
O=C(CN1C(=O)NC2(CCCCCC2)C1=O)NCCC1=CCCCC1,i
O=S(=O)(c1ccc(Br)cc1)N1CCNCC1,i
c1csc(-c2nc(Sc3ncnc4sc5c(c34)CCCC5)c3c4c(sc3n2)CCC4)c1,i
CC1N(C)c2ccc(P(=O)(c3ccccc3)c3ccccc3)cc2C1(C)C (stereo not drawn),i
O=C1OC(c2ccc(Cl)cc2Cl)=N/C1=C\c1ccc(Cl)c([N+](=O)[O-])c1,i

# 4 entries drawn at random from those above:
SMILES,PL synth Enamine
Cc1ccc(-n2nnn(C(F)F)c2=S)cc1,i
O=C(CSc1cccc[n+]1[O-])C12CC3CC(CC(C3)C1)C2,i
Brc1ccc(OCCSc2ncccn2)cc1,i
Nc1ccc(C(F)(F)F)cc1[N+](=O)[O-],i

# (list continues)
SMILES,PL synth Enamine
Cc1sc2ncnc(Sc3nnc(-c4sc5ccccc5c4Cl)o3)c2c1C,i
CC(C)n1nccc1NC(=O)CSc1nnnn1C1CCCC1,i
CCn1c(/C=C/Nc2ccccc2)[n+](CC)c2cc(Cl)c(Cl)cc21,i
CC(C)(CNC(=S)NC1CCCCC1)N1CCCCC1,i
C=CCn1c(=N)n(CCOc2ccccc2Cl)c2ccccc21,i
CC1CC(C)(C)CC2(C1)NC(=O)N(CC(=O)NNC(=O)c1cc3c(s1)CCCC3)C2=O (stereo not drawn),i
O=C(CN1C(=O)C2CC=CCC2C1=O)NCC(F)(F)F (stereo not drawn),i
Cc1noc(C)c1CSCC(=O)NNC(=O)CC12CC3CC(CC(C3)C1)C2,i
Cc1cc(C(=O)Cn2cc([N+](=O)[O-])ccc2=O)c(C)n1CC1CCCO1 (stereo not drawn),i
O=C(/C=C/c1ccco1)N1CCN(S(=O)(=O)c2ccc(Cl)s2)CC1,i
CC(C)(C)c1ccc(/C=N/OCc2ccc([N+](=O)[O-])cc2)cc1,i
Cc1csc2nc(CN(C)Cc3cc(=O)n4c(C)csc4n3)cc(=O)n12,i
C=C(Br)Cn1c(Cc2cccc3ccccc23)nc2ccccc21,i
CCCCCCCCc1c(O)nc(SCCN(CCC)CCC)[nH]c1=O,i

# Only part of the results is shown; the hit share may differ from the screen's.
